Source: PubChem
GLD-1 RNA inh = GLD-1-TGE RNA interaction inhibition (C. elegans); inhibition, % at 5.96 µM; purified GLD-1 + fluorescein TGE RNA, fluorescence polarization; 320,000 tested, 0.44% active; Q17339;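 active means percent inhibition above a per-plate cutoff, the plate mean of test compounds plus 3 SD, cut at about 30% in these data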;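 further: 0% = DMSO wells with GLD-1 and probe and 100% = wells lacking GLD-1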
Fam108B counter = Fam108B inhibition, counter-screen for RBBP9 inhibitors | inhibition, % at 9.51 µM | recombinant Fam108B, FP-Rh probe fluorescence polarization | 300,000 tested, 0.33% active | AID 1947;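 active means inhibition above the screen mean inhibition plus 3 SD, computed separately per campaign, cut at about 18% in these data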;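 further: inhibitors lower polarization as less probe binds the enzyme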
CIT2-GFP yeast = modulators of TOR pathway CIT2-GFP in S. cerevisiae. S. cerevisiae CIT2-GFP strain, flow cytometry, 3 h; 100 means same as DMSO wells. GFP response vs DMSO, % at 10 µM. 320,000 tested, 0.065% active;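 active means GFP response relative to DMSO above a set limit, near the screen mean plus 3 SD, cut at about 150% in these data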;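 further: ratio of well median GFP fluorescence to mean of DMSO wells on the plate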
Bcl-xL primary = inhibitors of human Bcl-xL; Q07817; GST-Bcl-xL / FITC-Bim BH3 peptide fluorescence polarization; inhibition, % at 10.9 µM; AID 2129; 320,000 tested, 0.7% active;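 active means inhibition above the mean of all tested compounds plus 3 SD, cutoff set per campaign, cut at about 30% in these data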;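 further: 0% = DMSO wells and 100% = unlabeled Bim-BH3 peptide competitor; inhibitors lower millipolarization by displacing the labeled peptide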
Target sequence (Q07817 whole entry, looked up): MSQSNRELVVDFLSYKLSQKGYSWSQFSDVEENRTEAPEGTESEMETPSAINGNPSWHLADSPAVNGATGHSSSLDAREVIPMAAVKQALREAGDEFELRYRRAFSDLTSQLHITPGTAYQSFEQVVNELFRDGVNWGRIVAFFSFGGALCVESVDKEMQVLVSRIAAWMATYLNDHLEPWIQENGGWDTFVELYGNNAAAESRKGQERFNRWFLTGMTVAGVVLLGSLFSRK
AGP1 TOR yeast = alters AGP1-GFP fluorescence in TOR pathway yeast screen | S. cerevisiae AGP1-GFP multiplex flow cytometry, 3 h; GFP as percent of DMSO wells | GFP response vs DMSO, % at 10 µM | 320,000 tested, 0.02% active | AID 2066;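 active means GFP response relative to DMSO above a set limit, near screen average plus 3 SD, cut at about 150% in these data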;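 further: median GFP channel fluorescence of the gated AGP1 strain per well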
VLA-4 inh = inhibition in a human VLA-4 binding assay; inhibition, % (about 7 µM as worked out from the volumes in the protocol); VLA-4 expressing cells, ligand binding flow cytometry; P13612; 330,000 tested, 0.2% active; in the data active means inhibition above about 50%
GRK2 aptamer HTS = inhibitors of human GRK2 displacing RNA aptamer | P25098 | 330,000 tested, 0.59% active | bead flow cytometry, FAM-aptamer displacement from GRK2 | inhibition of aptamer binding, % at 10 µM;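 active means inhibition of aptamer binding above 40%, roughly 3 SD of noise, on plates passing a quality check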;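 further: median bead fluorescence of bound FAM aptamer so fluorescent compounds give negative values; no value below 0 was filed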
Target sequence (P25098 whole entry, looked up): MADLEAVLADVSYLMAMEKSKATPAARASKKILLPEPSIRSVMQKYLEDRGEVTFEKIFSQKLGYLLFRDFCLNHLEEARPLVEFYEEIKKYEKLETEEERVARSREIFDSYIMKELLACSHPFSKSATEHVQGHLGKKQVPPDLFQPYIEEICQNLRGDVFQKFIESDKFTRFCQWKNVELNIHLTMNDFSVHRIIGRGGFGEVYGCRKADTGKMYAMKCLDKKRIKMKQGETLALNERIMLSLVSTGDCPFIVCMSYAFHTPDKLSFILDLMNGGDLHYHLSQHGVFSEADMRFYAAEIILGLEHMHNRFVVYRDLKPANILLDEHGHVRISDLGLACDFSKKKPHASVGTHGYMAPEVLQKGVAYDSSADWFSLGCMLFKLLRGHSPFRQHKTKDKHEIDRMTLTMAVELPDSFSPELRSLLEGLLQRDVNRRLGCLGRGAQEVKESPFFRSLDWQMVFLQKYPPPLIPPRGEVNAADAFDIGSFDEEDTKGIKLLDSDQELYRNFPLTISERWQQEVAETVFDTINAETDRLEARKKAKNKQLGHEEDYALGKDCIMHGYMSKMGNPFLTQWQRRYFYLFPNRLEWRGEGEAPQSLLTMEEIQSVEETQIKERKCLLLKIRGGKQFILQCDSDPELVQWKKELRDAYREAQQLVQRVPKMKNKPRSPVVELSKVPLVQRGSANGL
MCL1-BIM inh = MCL1-BIM-BH3 interaction inhibition (human); Q07820; GST-MCL1 / FITC-Bim-BH3 fluorescence polarization; inhibition, % at 10.9 µM; 320,000 tested, 0.68% active;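 active means inhibition above the mean inhibition of all tested compounds plus 3 SD, set per campaign, cut at about 40% in these data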;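 further: 0% = DMSO wells and 100% = unlabeled Bim-BH3 peptide control; higher means more loss of mP so more displacement of Bim peptide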
MEX-5 binding = C. elegans MEX-5 TCR-2 RNA binding activity; Q9XUB2; MEX-5/FITC-TCR2 RNA binding, fluorescence polarization; hits give low values; activity score (negative = inhibition of binding), % at 10 µM; 300,000 tested, 0.38% active; AID 1832;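 active means inhibition past about -25% in most replicates, and total fluorescence under double the plate's negative control median, limit read from the data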;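 further: 0% = DMSO and -100% = 5 µM competing unlabeled TCR2 RNA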
Starred values were filed as active, the others as inactive; / = not tested or not shown.

SMILES	GLD-1 RNA inh	Fam108B counter	CIT2-GFP yeast	Bcl-xL primary	AGP1 TOR yeast	VLA-4 inh	GRK2 aptamer HTS	MCL1-BIM inh	MEX-5 binding
Cc1cccc(OCC(=O)NC(=S)Nc2ccccc2N2CCOCC2)c1C	-4.0	0.3	83.5	-0.4	87.1	4.0	0.0	16.1	2.6
O=C1CSC2=NCN(c3ccc4c(c3)OCO4)CN12	-2.2	3.9	84.5	4.7	96.2	-7.9	0.0	16.4	-1.4
Nn1c(SCC(=O)NC2CCCCC2)nnc1-c1ccco1	0.7	/	86.9	0.0	103.6	6.5	0.0	4.2	/
O=[N+]([O-])c1ccc(-c2nc3ccc([N+](=O)[O-])cc3[nH]2)cc1	-1.4	4.2	/	4.1	92.6	10.2	3.0	7.5	-1.7
COC(=O)c1ccc(-n2c(C)cc(/C=N/n3cnnc3)c2C)cc1	-5.7	0.0	105.3	-0.2	114.6	-0.1	0.0	-6.8	2.1
COc1ccc(NC(=O)CN2C(=O)NC(C)(c3ccccc3)C2=O)c(OC)c1 (centres undefined)	8.4	-0.1	95.2	-4.8	95.4	5.4	1.0	-4.2	-0.9
CC(=O)Nc1cccc(NC(=S)Nc2ccc(F)cc2F)c1	7.3	0.7	105.0	10.2	101.9	-6.2	1.0	7.8	-0.1
CC(Sc1nc(=O)cc(N)n1CCc1ccccc1)C(=O)NCc1ccccc1 (centres undefined)	9.5	-6.5	104.3	-2.8	114.6	-10.4	0.0	2.1	-0.5
Cc1cc(C(=O)Nc2ccncc2)ccc1[N+](=O)[O-]	-2.5	0.2	92.0	1.5	103.1	11.1	1.0	1.3	-1.5
CCSCCOC(=O)C1=C(C)NC(=O)NC1c1ccc2c(c1)OCO2 (centres undefined)	8.2	3.8	99.1	2.9	99.8	8.3	0.0	20.8	3.9

Pulled one by one from above, two records:
SMILES	GLD-1 RNA inh	Fam108B counter	CIT2-GFP yeast	Bcl-xL primary	AGP1 TOR yeast	VLA-4 inh	GRK2 aptamer HTS	MCL1-BIM inh	MEX-5 binding
O=[N+]([O-])c1ccc(-c2nc3ccc([N+](=O)[O-])cc3[nH]2)cc1	-1.4	4.2	/	4.1	92.6	10.2	3.0	7.5	-1.7
Cc1cc(C(=O)Nc2ccncc2)ccc1[N+](=O)[O-]	-2.5	0.2	92.0	1.5	103.1	11.1	1.0	1.3	-1.5

Later entries.
SMILES	GLD-1 RNA inh	Fam108B counter	CIT2-GFP yeast	Bcl-xL primary	AGP1 TOR yeast	VLA-4 inh	GRK2 aptamer HTS	MCL1-BIM inh	MEX-5 binding
O=C1CC(c2ccccc2)=NN1c1nc(-c2ccccc2)cs1	2.1	19.4*	61.7	8.2	39.7	-1.5	6.0	12.0	0.1
CC(=O)c1cc2c(cc1NC(=O)Cn1nc(-c3ccc(F)cc3)ccc1=O)OCO2	0.5	0.9	101.4	0.4	106.1	12.4	1.0	6.0	-4.1
CCOC(=O)C1(CC2CCCCO2)CCN(S(=O)(=O)c2ccccc2)CC1 (centres undefined)	6.5	3.4	94.5	5.2	100.4	0.8	2.0	13.1	-0.7
Cc1c(NC(=O)c2ccc(N3C(=O)C4C5C=CC(C5)C4C3=O)cc2)c(=O)n(-c2ccccc2)n1C (centres undefined)	5.1	-4.1	91.8	9.3	92.6	20.1	5.0	5.3	2.1
CCC(C)NCCOc1ccc(C(C)(C)c2ccccc2)cc1 (centres undefined)	-5.7	-4.5	93.9	9.8	98.1	4.6	0.0	2.4	0.0
CC1=C(C(=O)OCC(C)C)C(c2ccccc2Cl)NC(=O)N1C (centres undefined)	3.3	0.6	104.2	0.3	106.2	18.1	2.0	-8.0	0.6
O=c1[nH]c(NCc2ccco2)nnc1Cc1ccccc1Cl	5.7	0.6	107.3	2.0	101.1	7.6	0.0	-0.5	-1.5
Cc1nc2cc(NC(=O)Nc3ccc(Br)cc3)ccc2o1	2.4	-3.7	95.2	0.3	90.3	5.7	0.0	-2.1	-2.5
O=C(CCN1C(=O)c2ccccc2S1(=O)=O)N1CCN(c2ccccc2F)CC1	1.4	-1.1	92.3	4.6	110.2	2.2	0.0	-5.9	1.2
COc1ccc(C(=O)c2ccc(Br)cc2)cc1	0.4	2.5	97.1	-0.9	98.3	4.0	3.0	-0.9	-3.9
Nc1c(C(=O)Nc2ccc3c(c2)OCCO3)nnn1CCc1ccccc1	-1.7	-0.7	102.3	5.8	99.0	2.2	0.0	2.6	-1.7
Cc1[nH]n(-c2ccccc2)c(=O)c1/C=N/NC(=O)c1ccoc1C	5.1	2.3	99.6	3.3	102.8	/	0.0	14.2	-1.2
CCn1c(C)c(C(C)=O)c(N2CCCC2)nc1=S	-1.1	0.4	106.0	2.4	104.4	-3.6	1.0	-2.4	-0.9
O=C(CSc1ccc(-c2ccc(Cl)cc2)nn1)Nc1ccc2c(c1)OCCO2	-0.1	2.0	93.5	0.3	92.6	-6.9	2.0	1.4	2.6
Nc1ccccc1N=Nc1ccccc1N	17.3	4.3	77.2	45.8*	80.7	-3.6	4.0	46.5*	-1.2
Cc1cc(NC(=O)CN2CCN(c3ccccn3)CC2)ccc1Br	-4.9	-1.8	105.1	1.7	101.9	10.4	0.0	1.4	0.1
CN1C(=O)/C(=C/c2cccc(Cl)c2)Sc2ccc(C(=O)N3CCCC3)cc21	-7.1	-3.5	95.7	-4.0	95.3	-2.1	0.0	-0.8	1.0
COc1ccc(-n2c(SCC(=O)N3CCCC(C)C3)nnc2-c2cccnc2)cc1 (centres undefined)	-1.2	-3.3	96.7	1.2	95.5	-10.0	0.0	4.7	-3.7
O=C(C[C@H]1C/C=C\C[C@H](Cc2ccc(F)cc2)C(=O)OC[C@@H]2CCCN2C1=O)N[C@H](CO)Cc1ccccc1	-0.3	/	80.8	/	93.5	3.8	0.0	/	/
Cc1ccc(CNC(=O)CCc2nc(-c3cccs3)no2)cc1	5.4	-2.0	97.8	3.5	102.6	25.9	3.0	1.4	2.9
COC(=O)C(C)N1C(=O)S/C(=C\c2cc(C)n(-c3ccccn3)c2C)C1=O (centres undefined)	7.0	1.4	109.0	4.9	95.0	5.5	0.0	0.6	3.4
CCOC(=O)c1c(-c2ccccc2)csc1NC(=S)NC	5.3	4.2	93.5	3.5	97.1	8.6	0.0	1.6	1.4
O=C(CSc1nnc(Cn2c(=O)sc3ccccc32)n1-c1ccccc1)N1CCCC1	1.6	-1.5	101.3	-0.1	104.3	-0.5	0.0	-2.7	/
O=C1C(C=Nc2ccc(F)cc2)=C(O)c2ccccc21	8.3	-5.9	104.6	7.2	101.6	17.4	0.0	-0.3	-2.3
Cc1c(C(=O)NC(C)c2ccncc2)oc2ccccc12 (centres undefined)	2.7	-0.2	106.8	2.6	110.9	1.5	1.0	4.2	-2.4
Cc1cc2oc(C(=O)Nc3ccc(S(=O)(=O)N4CCCC(C)C4)cc3)cc(=O)c2cc1Cl (centres undefined)	8.6	-4.8	86.9	4.9	19.0	9.6	13.0	6.9	3.1
O=C(OCC(=O)N1CCCC1)c1ccccc1C(=O)c1ccccc1	4.3	/	98.5	-0.1	94.5	6.8	0.0	4.7	/
COc1ccc(C2C3=C(CC(C)(C)CC3=O)OC(N)=C2[N+](=O)[O-])cc1 (centres undefined)	-2.8	1.6	105.8	-12.1	100.0	6.2	3.0	-3.8	3.1
COc1ccccc1NCC(=O)N/N=C/c1cccnc1	3.4	2.5	112.5	2.9	117.5	-0.2	0.0	7.0	0.6
O=C(Nc1nc(-c2ccc(Oc3ccccc3)cc2)cs1)C1=COCCO1	1.8	-10.7	95.5	5.5	93.5	8.2	0.0	-0.7	2.4
O=C(c1cc(-c2ccco2)nc2ccccc12)N1CCN(Cc2ccccc2)CC1	4.0	/	103.8	4.6	105.6	5.4	3.0	10.3	/
COc1ccc(NS(=O)(=O)c2ccc3c(c2)NC(=O)CC(=O)N3)cc1OC	3.8	-1.6	96.8	3.0	96.4	25.9	1.0	-0.1	1.7
O=C1CCCCCCCN1Cc1ccccc1	-0.9	0.1	87.0	-0.9	96.4	-18.4	0.0	0.8	1.8
O=C(CCN1C(=O)c2ccccc2C1=O)N1CCCCCC1	8.7	0.0	107.0	6.0	98.0	23.9	2.0	13.6	-1.9
CCOC(=O)C1=C(C)NC(C)=C(C(=O)OCC)C1C(=O)OCC(=O)NC1(C#N)CCCCC1	0.1	-0.3	88.2	0.8	95.5	-1.2	2.0	-3.8	-1.2
Cc1ccc(NC(=O)c2cc(NC(=O)CCCC(=O)O)ccc2Cl)cc1Cl	-0.8	5.0	103.3	8.7	106.6	1.2	0.0	2.9	-2.5
COc1ccccc1OCC#CCNC1CCCCC1C (centres undefined)	1.5	-1.0	92.9	2.7	84.9	11.7	4.0	-5.2	0.1
COc1ccc(C(C)(C)C)cc1NC(=O)C1CCCO1 (centres undefined)	2.5	-2.8	97.2	-3.5	95.5	-6.1	8.0	2.0	-1.1
Cc1ccc(N=Nc2[nH]c3ccccc3c2O)cc1	66.8*	1.2	105.9	100.5*	101.3	-6.8	0.0	108.7*	-60.6*
COc1ccccc1-n1ccnc1SCC(=O)NCc1ccco1	4.8	1.8	111.2	2.6	101.5	-4.9	1.0	3.1	-0.7
CCn1nnnc1-c1ccc(OC)c(S(=O)(=O)Nc2ccc(OC)cc2)c1	0.8	-3.6	100.5	1.0	107.5	-0.9	0.0	-2.7	1.9
O=[N+]([O-])c1ccccc1/C=C/CN1CCCC(CO)C1 (centres undefined)	-3.2	0.8	102.2	3.5	105.0	3.0	3.0	12.7	1.2
N#Cc1ccccc1OCC(=O)OCC(=O)c1ccc2c(c1)NC(=O)CO2	-1.1	-2.5	92.5	-11.8	93.0	-1.8	2.0	-6.6	1.8
Cc1ccc(-c2c(C)n([O-])c3c([n+]2=O)CCC3)o1	6.4	-1.3	95.8	0.6	96.9	9.3	2.0	0.7	0.1
C=CCOC(=O)C1=C[C@H](C2CC2)[C@@H](CCCO)[C@H](OCC)O1	6.1	1.6	91.7	6.6	95.2	-3.4	1.0	1.8	1.3
Cc1n[nH]c(=O)c2c(NC(=O)CSc3ncccn3)oc(C)c12	3.1	4.0	101.2	1.7	101.9	-1.9	0.0	2.7	-0.1
CC(Oc1ccc(Cl)cc1Cl)C(=O)Nc1ccc(O)cc1 (centres undefined)	4.3	1.4	93.4	3.1	100.2	9.9	5.0	4.5	4.1
O=C(NCCCN1CCN(c2ccccc2F)CC1)C1CC(=O)N(C2CCCC2)C1 (centres undefined)	-1.3	0.8	90.0	-2.4	99.5	-5.3	0.0	-1.9	2.0
Cc1ccc(NC(=O)CN(c2ccccc2)S(=O)(=O)N(C)C)cc1	-3.4	-3.7	108.2	10.7	103.8	3.2	0.0	15.3	1.0
CC(c1ccco1)N(C(=O)CSc1ccc(Br)cc1)c1ccccn1 (centres undefined)	2.2	7.3	94.8	0.9	100.4	10.1	0.0	-3.1	1.6
CCCn1c(=S)[nH]c2cc(C(=O)NCC3CCCO3)ccc2c1=O (centres undefined)	0.0	1.7	98.7	3.2	98.4	-12.1	2.0	-3.3	2.7
CCN1C(=O)[C@H]2[C@@H](c3ccc(-c4ccc(F)cc4)cc3)N[C@@](Cc3ccccc3)(C(=O)OC)[C@H]2C1=O	5.1	-3.7	70.2	1.7	81.4	5.6	0.0	-0.3	0.9
COc1ccc(N2C(=O)CC(Cc3ccc(Br)cc3)C2=O)cc1 (centres undefined)	0.7	3.2	92.4	-1.8	94.6	10.5	3.0	3.4	0.1

Hits appear at their usual frequency, and some 2.2% of all compounds hit somewhere here.
